APJ agonist – APJ receptor agonism | activation, % at 20 µM | actives 0.11% (n = 330,000) | P35414 | CHO-K1 APJ PathHunter beta-arrestin, luminescence; 0% DMSO wells, 100% apelin | AID 2520;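 active = activation more than six SD over the plate average, tested at 20 µM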;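 note: 0% = DMSO alone and 100% = apelin-13 at 10 nM; some results filed as inactive read as strong as hits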
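Test system – PathHunter CHO-K1 APJ (AGTRL-1) beta-arrestin reporter cells · Input – 1000 cells/well · Compound – single test compound dose, 20 µM final, 1% DMSO · Times – compound stimulation 90 min at 25 °C, detection 60 min · Technique – beta-gal luminescence · Read-out basis – APJ–arrestin association signal · Control set – negative DMSO alone, positive Apelin-13 at 10 nM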
EBI2 antag – antagonists of human EBI2 receptor; EBI2 beta-arrestin recruitment, luminescence, 7a,25-OHC stimulated; actives 0.81% (n = 360,000); inhibition, % at 5 µM; P32249; in the data active = inhibition above about 38%;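 note: enzyme fragment complementation signal reports receptor beta-arrestin coupling in cells; 0% = agonist plus DMSO wells and 100% = wells without agonist; some results beyond the cut were filed as inactive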
Target sequence (P32249 whole entry, looked up, the tested form may be a part): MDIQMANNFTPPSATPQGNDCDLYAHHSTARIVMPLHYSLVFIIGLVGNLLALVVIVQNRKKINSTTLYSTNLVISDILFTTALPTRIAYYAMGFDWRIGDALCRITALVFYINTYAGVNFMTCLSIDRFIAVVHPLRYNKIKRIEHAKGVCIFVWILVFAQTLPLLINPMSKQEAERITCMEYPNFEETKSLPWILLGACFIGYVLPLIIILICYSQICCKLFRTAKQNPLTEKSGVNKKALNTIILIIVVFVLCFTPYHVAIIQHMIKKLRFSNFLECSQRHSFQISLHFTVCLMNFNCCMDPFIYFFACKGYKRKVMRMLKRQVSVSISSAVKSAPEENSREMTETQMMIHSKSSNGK
Mdm2 MdmX PPI – inhibitors of human Mdm2/MdmX interaction | actives 3% (n = 330,000) | AID 485346 | inhibition, % at 8 µM | O15151+Q00987 | SaOS-2 split-luciferase Mdm2/MdmX complementation, luminescence;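 active = inhibition of at least 50% at 8 µM in the primary screen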
APJ antagonist – antagonists of human APJ apelin receptor | P35414 | CHO-K1 APJ beta-arrestin complementation, luminescence | inhibition, % at 20 µM | actives 0.32% (n = 330,000) | AID 2521;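 active = inhibition above about 40% at 20 µM, limit read from the data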;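 note: cells challenged with 10 nM apelin-13 agonist together with compound; plate controls were apelin-13 plus DMSO wells for no effect and DMSO wells lacking apelin-13 for full effect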
UPR XBP1 act – adaptive UPR (XBP1) activation; activation, % at 20 µM; CHO-XBP1 luciferase reporter, IRE1-XBP1 UPR activation, luminescence; percent of tunicamycin response, DMSO as zero; actives 0.33% (n = 330,000);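 active = versus positive control, 20 µM dose yields 30% or more activation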;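 note: 100% = tunicamycin at 10 µg/mL and 0% = DMSO only wells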
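Material – CHO cell line with stable XBP1 luciferase reporter · Buffer or medium – F12 plus 10% FBS · Compound – single point, 20 µM final compound, 1% DMSO · Schedule – 16-18 h cell attachment at 37 °C, then 6 h compound exposure · Signal – Steady-Glo luminescence read · Benchmarks – high control tunicamycin 10 µg/mL final, low control DMSO vehicle only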
CHOP UPR activ – apoptotic UPR (CHOP) activation | CHO-CHOP luciferase reporter, luminescence; percent of tunicamycin response over DMSO baseline | activation, % at 10 µM | actives 0.34% (n = 330,000) | AID 449763;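 active = at 10 µM dose, activation of 40% or more, normalized to positive control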;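 note: 100% = tunicamycin at 10 µg/mL and 0% = DMSO alone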
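Evaluation: % reporter activation, DMSO baseline versus tunicamycin full activation; System: CHO-CHOP luciferase reporter cell line; Input: 500 cells/well; Incubation: 6 h compound treatment, 37 °C; Measured by: Steady-Glo luciferase luminescence; Dosing: one dose, 10 µM in 0.5% DMSO; Buffer or medium: F12 medium, 10% FBS; Benchmarks: positive tunicamycin 10 µg/mL, negative DMSO alone.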
tim23-1 inh – tim23-1 yeast growth inhibition. inhibition, % at 20 µM. actives 1.3% (n = 330,000). S. cerevisiae tim23-1 growth, BacTiter-Glo luminescence, 24 h;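 active = growth inhibition of the mutant yeast at or above 50%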;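 note: temperature-sensitive mutant grown at 25 °C; plate controls were DMSO-treated mutant yeast for no effect and medium wells lacking yeast for full effect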
CXCR6 block – CXCR6 (human) receptor inhibition; O00574; inhibition, % at 20 µM; CHO-K1 PathHunter CXCR6 beta-arrestin, luminescence; AID 602244; actives 0.36% (n = 360,000); in the data active = inhibition above about 34%, passing the limit was not always enough;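 note: antagonist mode with CXCL16 agonist at 10 nM final; 0% = 10 nM CXCL16 with DMSO and 100% = unstimulated wells without agonist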
CCR6 antag – blocks CCL20-driven beta-arrestin recruitment at human CCR6; P51684; inhibition, % at 20 µM; CHO-K1 CCR6 PathHunter beta-arrestin, luminescence, CCL20-stimulated; actives 0.49% (n = 340,000);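 active = compounds whose inhibition of the agonist-driven luminescence signal at 20 µM reaches about 50%, limit read from the data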;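 note: cells stimulated with CCL20 at 14 nM final; plate controls were DMSO with CCL20 for no effect and DMSO without agonist for full effect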
Target sequence (P51684 whole entry, looked up): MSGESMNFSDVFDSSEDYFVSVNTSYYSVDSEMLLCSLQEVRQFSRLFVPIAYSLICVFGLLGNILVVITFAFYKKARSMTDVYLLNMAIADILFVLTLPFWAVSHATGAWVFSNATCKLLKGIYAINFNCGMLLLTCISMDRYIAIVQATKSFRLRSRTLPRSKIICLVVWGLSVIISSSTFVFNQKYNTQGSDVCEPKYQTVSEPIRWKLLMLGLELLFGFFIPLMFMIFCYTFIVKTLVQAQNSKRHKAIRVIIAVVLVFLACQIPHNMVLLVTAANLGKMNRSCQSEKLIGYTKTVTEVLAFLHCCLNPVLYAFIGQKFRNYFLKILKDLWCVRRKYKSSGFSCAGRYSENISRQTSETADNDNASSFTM
Numbers without * were called inactive; x = not tested or not shown. Only part of the results is shown; rates above refer to the full screens.

Structure	APJ agonist	EBI2 antag	Mdm2 MdmX PPI	APJ antagonist	UPR XBP1 act	CHOP UPR activ	tim23-1 inh	CXCR6 block	CCR6 antag
COc1ccc(CNC(=O)C(C)NCc2ccc(S(N)(=O)=O)cc2)cc1 (stereo unspecified)	-1	-9	-17	-13	6	1.6	15	2	5
CN(C)C(=O)c1cc2cc(Br)ccc2s1	-2	4	12	1	0	-2.0	7	0	1
CCOC(=O)C1=CC[C@H]2c3c(c4ccccc4n3C)C[C@H]1N2C	-1	4	8	4	-3	-1.0	14	6	13
Cc1ccc(Nc2nnc(SCC(=O)Nc3ccc(S(=O)(=O)N4CCOCC4)cc3)s2)cc1	0	10	8	20	0	3.8	13	-14	2
COc1cc(C(=O)NC(C)C2CC3CCC2C3)cc(OC)c1OC (stereo unspecified)	0	2	18	-34	-7	-1.2	19	3	-1
CC(=O)N1CCN(C(=O)/C(C#N)=C/c2ccc3c(c2)OCO3)CC1	1	-13	3	4	-3	0.4	18	-5	22
CCOC(=O)c1nn(-c2ccccc2C)c2nc(-c3ccc(Cl)cc3)c(C#N)c(=O)n12	-2	5	11	10	-7	-4.0	25	6	4
Cn1c(NC(=O)c2ccco2)c(-c2ccc(Cl)cc2)c(=O)c2ccccc21	-4	-2	-7	-4	0	-1.0	25	-3	-3
Cc1ccc(C(NC(=O)N2CCOCC2)C(Cl)Cl)cc1F (stereo unspecified)	-2	-15	4	-2	-1	1.0	-2	1	11
CCc1ccc(Nc2nnc(SCC(=O)NC(=O)CN3CCCC3=O)s2)cc1	-1	2	-5	8	2	1.4	7	4	-16
O=C(CSc1nnc(-c2ccccc2)n1Cc1ccccc1)NNC(=O)c1ccccc1O	-2	26	34	15	-4	-0.2	17	-3	11
Cc1cccc(NC(=O)CCS(=O)(=O)c2ccccc2)c1	-3	-8	-2	-14	-3	2.4	17	0	6
CCN(CC)c1ccc(S(=O)(=O)N2CCOCC2)cc1NC(=O)Cn1nc(C)c([N+](=O)[O-])c1C	-6	7	7	16	-1	-0.4	3	5	17
N#Cc1ccc(OCCN2C(=O)NC3(CCSC3)C2=O)cc1 (stereo unspecified)	-3	-9	-13	-8	0	0.6	6	0	-6
O=C(Nn1cnc2ccccc2c1=O)c1ccc(F)cc1Cl	-3	-7	-3	6	0	2.8	-5	-6	-5
CCN(CC)S(=O)(=O)c1ccc2oc(Nc3ccc(OC)cc3)nc2c1	0	17	21	10	0	0.8	13	5	17
N/C(=N\OC(=O)c1cccc(Cl)c1)c1ccncc1	11	-6	-89	-34	7	3.0	22	-40	-25
CN(C)[C@@H]1CCC[C@H]1OC(=O)C(c1ccccc1)c1ccccc1	-3	10	7	7	-1	-1.3	-10	-4	10
CN(C)c1ccc(NS(=O)(=O)c2ccc(Cl)cc2)cc1	6	-8	15	-6	-1	-0.1	33	-1	-7
Cc1ccc(C)c(-c2csc(N)c2C(=O)OC(C)C)c1	-4	17	4	19	-3	-0.9	16	0	17
O=C(NC(=S)Nc1cccc2[nH]ncc12)c1ccccc1	-1	8	17	17	-1	5.8	-9	14	13
COc1ccc(CNc2ccc3cn[nH]c3c2)c(OC)c1OC	4	-1	23	-12	-1	-1.2	34	-2	8
Nc1ccc(S(=O)(=O)NNC(=O)C(=O)NNc2ccccc2)cc1	2	-18	-15	9	-1	2.3	-19	11	-18
O=C(COc1ccccc1)NCc1ccccc1	-2	-4	0	3	-3	0.5	15	-5	11
O=C1NC(c2ccccc2)C(C(=O)c2cccs2)=C1O (stereo unspecified)	-5	-2	17	-8	-2	-2.7	7	-9	-6
CCC(=O)NC(=S)Nc1ccc(NC(=O)c2ccc(C)c([N+](=O)[O-])c2)cc1	4	-1	5	5	-2	-0.8	5	7	6
CCN(CC)C(=O)N1CCN(C(=O)c2ccc(C)cn2)CC1	-1	-8	15	6	-1	0.0	9	-6	-4
c1ccc(-c2noc(-c3cccnc3)n2)nc1	-1	-10	-42	-13	0	-1.6	17	2	-5
Nc1nn(-c2ccccc2)c2ccc([N+](=O)[O-])cc12	-6	-1	-11	6	-3	2.1	23	16	11
COc1cccc(CNC(=O)CN2C(=O)COc3ccc(S(=O)(=O)N4CCC(C)CC4)cc32)c1	4	11	25	-4	-3	1.9	9	3	2
O=C(NNc1ccc(Cl)cc1)C1CCC1	-2	9	-3	-1	-3	4.2	7	10	11
Cc1cc(NC(=O)CSc2nnc(C3CC3)n2C)no1	0	-9	-24	-4	-2	0.3	24	-3	3
CCCCC(=O)NC(c1cccc([N+](=O)[O-])c1)c1c(OC(C)=O)ccc2ccccc12 (stereo unspecified)	-7	39*	44	4	-1	0.5	40	21	24
C/C=C/c1ccc(OCCNCc2ccccc2)c(OC)c1	-1	-17	12	4	-3	-1.1	-8	8	8
CCCc1nc2cc(CC(=O)OC)ccc2o1	-3	2	22	-2	0	0.2	-3	4	-4
c1ccc(C(NCCNC(c2ccccc2)c2ccccc2)c2ccccc2)cc1	-7	10	35	32	-3	-1.5	21	18	27
O=C(Cn1cc(C(F)(F)F)cc(Cl)c1=O)NCc1ccc(Cl)cc1Cl	-2	-6	-16	10	-1	6.1	7	-5	0
Cc1ccc(C(=O)C(NC(=O)c2ccco2)N2CCOCC2)cc1 (stereo unspecified)	-5	1	-16	8	-3	4.6	3	-4	4
O=C(c1ccc2ncsc2c1)N1CCCC(C(F)(F)F)C1 (stereo unspecified)	6	-2	6	-10	-3	-1.9	15	-8	-2
O=C(NCCNC(=O)c1ccccc1[N+](=O)[O-])c1ccccc1[N+](=O)[O-]	2	-4	7	18	1	0.0	-2	-3	6
O=C(Nc1cccc(-c2cccc(Cl)c2)c1)C1CCN(Cc2ccon2)CC1	5	4	16	-1	-6	0.7	16	-12	4
COc1cc(/C=C2/SC(=S)N(C)C2=O)ccc1OC(=O)c1ccco1	-5	0	-5	46*	9	1.4	-16	28	49
Cc1ccc(N(CC(=O)NCc2cccs2)S(=O)(=O)c2cccs2)cc1	-1	2	-16	4	-1	-1.1	2	-3	5
COC(=O)c1ccc(NC(=O)CCc2nnc3ccc(NCc4ccco4)nn23)cc1	-4	-8	15	4	-3	0.5	-11	-6	7
O=C(COC(=O)c1ccccc1C(=O)c1ccc(Cl)cc1)NCCc1ccccc1	-1	14	14	7	-1	-0.6	45	9	22
NS(=O)(=O)c1ccc(CCNC(=O)CN2CCC(Cc3ccccc3)CC2)cc1	-4	3	4	9	-2	-1.5	5	-8	4
CN1CCC(NC(=O)Nc2ccc(Br)cc2)CC1	-1	5	-22	-1	1	2.7	-2	6	4
CCN(Cc1ccncc1)C(=O)c1ccccc1NS(=O)(=O)c1ccc(Br)cc1	0	-5	3	-9	-2	-0.1	30	-2	-14
CC(=O)C[C@H]1c2cc(C(F)(F)F)ccc2S(=O)(=O)N1C1CCCC1	-3	-29	17	10	1	1.2	15	9	1
CCn1c(NCc2cc(OC)c(OC)c(OC)c2)nc2ccccc21	-3	6	22	-21	-6	-0.1	4	-2	-9
O=c1[nH]c(C2CCN(S(=O)(=O)Cc3ccccc3)CC2)nc2c1nnn2Cc1ccccc1Cl	0	11	22	-1	4	-0.2	-11	2	14
C=CCn1c(=N)n(CC(O)COc2ccccc2OC)c2ccccc21 (stereo unspecified)	3	3	24	12	0	2.8	-14	4	-2
COc1cccc(/C=N/N2CCN(c3ccncc3S(=O)(=O)N3CCCCC3)CC2)c1	-4	4	25	0	-3	1.3	26	-6	1
Cc1ccc(N2C(=O)CC(NCC3CCCO3)C2=O)cc1 (stereo unspecified)	-1	-2	13	1	-2	0.0	16	-14	4
COc1ccccc1C(=O)NCC(=O)Nc1cccnc1	-2	-4	3	10	1	-0.8	11	-1	x
Cc1sc2nc(CN(C(=O)NC3CCCCC3)C3CCCCC3)[nH]c(=O)c2c1C	4	17	-4	-5	1	-0.1	10	3	-6
CN1CCN(C(c2ccccn2)c2cc(Cl)c3cccnc3c2O)CC1 (stereo unspecified)	-2	1	49	-9	-1	-0.7	34	-4	-37
CCOC(=O)c1cc(-c2ccc(N3CCOCC3)cc2)nn1-c1ccccc1C(=O)O	-4	-4	-9	-11	1	1.7	0	-8	-16
Cc1ccc(C(=O)N2CCN(c3nc4ccccc4n3C)CC2)cc1	0	15	-13	-19	1	0.5	12	-2	13
COc1ccc(S(=O)(=O)N2CCCCCC2)cc1C(=O)Nc1ccccn1	0	-3	6	-5	-1	-0.1	18	4	7

Continued:
Structure	APJ agonist	EBI2 antag	Mdm2 MdmX PPI	APJ antagonist	UPR XBP1 act	CHOP UPR activ	tim23-1 inh	CXCR6 block	CCR6 antag
C[C@@H](O)CC#Cc1ccc2oc(=O)c(-n3cc(-c4ccsc4)nn3)cc2c1	2	4	-2	-7	1	0.6	-5	4	15
O=C(CSc1nnc(-c2ccco2)o1)NCC(=O)c1ccccc1	-6	15	12	2	-3	-1.2	-11	-5	9
CCCCn1nnnc1SCC(=O)Nc1ccc(C)cc1	1	12	-24	-2	-1	1.3	15	-2	8
O=C(N/N=C/c1cccnc1)C1CCCN(S(=O)(=O)c2ccccc2)C1 (stereo unspecified)	-1	-9	-17	27	-4	-0.8	11	0	16
CC(C(=O)Nc1cc([N+](=O)[O-])ccc1Cl)N1CCN(c2ccccc2)CC1 (stereo unspecified)	-3	-12	8	4	-1	-1.9	-19	-1	0
COc1ccc(C2C=C(c3ccc(Br)cc3)Nc3nc(NS(C)(=O)=O)nn32)cc1 (stereo unspecified)	1	x	1	-48	-1	-1.0	8	x	x
CC1CCCCN1S(=O)(=O)c1ccc(-n2cnnn2)cc1 (stereo unspecified)	2	-6	15	9	-4	0.9	9	6	-10
CC(C)(C)C(=O)O/N=C1\CCS(=O)(=O)c2sccc21	-2	-2	9	-18	-4	-0.1	0	2	15
N#Cc1ccc(CO/N=C/c2ccccc2)cc1	-2	-9	-10	-8	-2	6.5	-2	-4	-1
Cc1occc1C(=O)NNC(=O)Nc1ccc(Cl)c(Cl)c1	-4	-3	16	3	-3	0.2	-15	-3	13
Cc1ccc(S(=O)(=O)N/N=C/c2cccc(OC3CSC3)c2)cc1	-1	4	-6	3	0	0.2	39	-10	-4
N=C1SC(CC(=O)Nc2ccc([N+](=O)[O-])cc2)C(=O)N1c1ccccc1 (stereo unspecified)	-2	-6	27	15	-2	-1.1	5	4	7
